LRH-1 inv ag – suppresses constitutive activity of human LRH-1; inhibition, % at 3.6 µM; 360,000 tested, 0.13% active; AID 602396; HEK293T StAR-luciferase reporter, LRH-1 transfected, 24 h; O00482;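 active = inhibition above the mean inhibition of all tested compounds plus 3 SD, cut at about 73% in these data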;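 note: 0% = DMSO wells and 100% = reporter-only cells lacking LRH-1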
NCOA3 inh – inhibits human SRC3 coactivator; Q9Y6Q9; HEK293 GAL4-SRC3 luciferase reporter, luminescence; inhibition, % at 3.6 µM; 360,000 tested, 0.17% active;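 active = inhibition above a per-campaign cutoff, the mean of all compounds plus 3 SD, cut at about 60% in these data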;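 note: 0% = DMSO-treated cells and 100% = gossypol-treated cells at 36 µM; higher means less SRC3-driven luciferase light from the GAL4 reporter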
EBV LMP1 NFkB – reduces LMP1-driven NF-kappaB luciferase signal. 350,000 tested, 0.69% active. inhibition, % at 12.5 µM. LMP1-induced NF-kappaB luciferase reporter cells, luminescence; in the data active = inhibition above about 41%;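 note: 0% = neutral control wells and 100% = reference inhibitor control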
CF NFkB block – cystic fibrosis NF-kB activation inhibition. KKLEB NF-kB-GFP reporter, PAF-induced, GFP fluorescence overnight. inhibition, % at 5 µM. 360,000 tested, 0.86% active. AID 588850;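 active = at least 50% inhibition at 5 µM, scaled per plate between neutral and stimulator controls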;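 note: PAF is a Pseudomonas aeruginosa culture filtrate used as stimulus; plate controls were PAF-stimulated DMSO wells for no effect and unstimulated DMSO wells for full effect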
C8 TRAIL sens – caspase-8 TRAIL sensitization; NB7+C8 cells + TRAIL, ATPlite viability luminescence; 360,000 tested, 1% active; inhibition (viability loss, TRAIL sensitization), % at 10 µM; AID 624354;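 active = compounds causing at least 50% loss of cell viability in the single-dose screen, relative to plate controls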
TWEAK Fn14 block – TWEAK-Fn14 signaling inhibition; TWEAK-stimulated Fn14 reporter cells, luciferase luminescence, 8 h; inhibition, % at 10 µM; 360,000 tested, 2% active; AID 1159606; in the data active = inhibition above about 50%
KKLEB tox – CF airway cell cytotoxicity counter-screen. KKLEB CF airway cells viability, ATPlite luminescence, overnight; active compounds read low; cells stimulated with P. aeruginosa culture filtrate. activity change (cytotoxicity), % at 5 µM. 360,000 tested, 0.36% active;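 active = corrected activity change at or below -50% at 5 µM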
Shn3 3UTR inh – reduces Shn3 3'UTR luciferase signal in osteoblasts; Clone20 osteoblast Shn3 3'UTR firefly luciferase, 24 h; inhibition, % at 12.5 µM; 360,000 tested, 0.52% active;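 active = mean inhibition of at least 75% with every replicate also reaching 75%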;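 note: 0% = median of neutral control wells and 100% = pilot-screen positive control compound; some compounds past the cut are filed as inactive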
TROY NFkB inh – inhibitors of TROY-dependent NF-kB signaling | Q293 LMP1-TROYcd NF-kB luciferase reporter, 4 h | inhibition, % at 10 µM | 360,000 tested, 0.98% active | AID 1347056;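 active = compounds whose plate-normalised and pattern-corrected inhibition of the luciferase reporter signal at the single screening dose is 50% or more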
COUP-TFII inh – NR2F2 (human) inhibition, primary screen | P24468 | HEK293T NGFI-A luciferase reporter, luminescence | inhibition, % at 8.6 µM | 370,000 tested, 0.7% active | AID 686940;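 active = inhibition above a per-plate cutoff, mean inhibition of test wells between control levels plus 3 SD, cut at about 38% in these data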;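 note: cells cotransfected with COUP-TFII expression vector driving the NGFI-A reporter; 0% = median of COUP-TF2 test wells and 100% = reporter-only cells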
SRC1 inh – inhibitors of human steroid receptor coactivator 1 (SRC1); inhibition, % at 3.6 µM; 360,000 tested, 0.12% active; Q15788; HEK293 GAL4-SRC1 luciferase reporter, luminescence; AID 588354;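 active = inhibition above the campaign mean plus 3 SD, with each screening campaign given its own cutoff, cut at about 60% in these data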;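 note: 0% = DMSO treated cells and 100% = gossypol at 36 µM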
Target sequence (Q15788 whole entry, looked up, the tested form may be a part): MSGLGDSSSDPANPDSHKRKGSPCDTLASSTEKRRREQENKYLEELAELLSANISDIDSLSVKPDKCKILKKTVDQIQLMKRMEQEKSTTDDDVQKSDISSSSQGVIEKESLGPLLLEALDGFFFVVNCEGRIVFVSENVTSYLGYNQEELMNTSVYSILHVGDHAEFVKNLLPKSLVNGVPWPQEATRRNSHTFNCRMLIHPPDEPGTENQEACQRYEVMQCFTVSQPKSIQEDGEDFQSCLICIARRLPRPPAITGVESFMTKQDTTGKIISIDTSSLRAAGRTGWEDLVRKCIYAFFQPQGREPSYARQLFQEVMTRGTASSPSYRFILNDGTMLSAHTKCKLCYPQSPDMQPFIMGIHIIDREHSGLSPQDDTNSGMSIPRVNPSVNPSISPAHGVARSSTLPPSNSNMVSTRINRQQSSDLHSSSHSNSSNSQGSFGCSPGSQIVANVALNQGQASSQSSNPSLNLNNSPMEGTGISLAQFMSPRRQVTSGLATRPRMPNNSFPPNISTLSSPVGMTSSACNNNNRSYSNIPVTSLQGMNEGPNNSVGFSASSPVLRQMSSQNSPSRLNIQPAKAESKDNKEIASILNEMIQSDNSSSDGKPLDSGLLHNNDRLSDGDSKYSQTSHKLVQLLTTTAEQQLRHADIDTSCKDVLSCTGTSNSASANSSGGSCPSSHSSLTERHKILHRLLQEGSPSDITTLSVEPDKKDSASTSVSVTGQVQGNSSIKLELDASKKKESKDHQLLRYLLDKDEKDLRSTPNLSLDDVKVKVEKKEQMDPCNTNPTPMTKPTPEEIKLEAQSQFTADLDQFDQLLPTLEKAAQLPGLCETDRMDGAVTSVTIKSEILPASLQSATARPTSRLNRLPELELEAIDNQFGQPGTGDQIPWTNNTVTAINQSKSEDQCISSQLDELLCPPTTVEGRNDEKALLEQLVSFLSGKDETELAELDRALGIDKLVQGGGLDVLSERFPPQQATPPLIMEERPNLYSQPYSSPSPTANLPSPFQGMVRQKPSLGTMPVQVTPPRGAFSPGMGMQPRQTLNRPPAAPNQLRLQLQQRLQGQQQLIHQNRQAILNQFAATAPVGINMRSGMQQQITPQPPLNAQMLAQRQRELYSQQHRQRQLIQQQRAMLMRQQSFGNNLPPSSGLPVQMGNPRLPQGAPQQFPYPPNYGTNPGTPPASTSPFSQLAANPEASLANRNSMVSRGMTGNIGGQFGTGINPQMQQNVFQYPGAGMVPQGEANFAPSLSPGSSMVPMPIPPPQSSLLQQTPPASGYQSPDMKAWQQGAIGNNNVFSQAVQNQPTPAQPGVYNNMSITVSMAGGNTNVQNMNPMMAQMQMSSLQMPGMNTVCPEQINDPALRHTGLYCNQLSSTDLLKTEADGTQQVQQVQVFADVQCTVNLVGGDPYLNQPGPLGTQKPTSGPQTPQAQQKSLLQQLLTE
The depositor's hits bear a star; · = not tested or not shown. These rows are one share of the data; rates above refer to the full screens.

SMILES	LRH-1 inv ag	NCOA3 inh	EBV LMP1 NFkB	CF NFkB block	C8 TRAIL sens	TWEAK Fn14 block	KKLEB tox	Shn3 3UTR inh	TROY NFkB inh	COUP-TFII inh	SRC1 inh
O=C(NCc1ccccc1F)c1cccc(S(=O)(=O)N2CCCCC2)c1	2	25	-6	-1	-2	-2	-2	-3	-12	3	7
COc1ccc(OC)c(S(=O)(=O)N2c3ccccc3CC2C)c1 (stereo not drawn)	1	18	-16	-16	-2	23	2	15	5	14	-10
CCOc1ccccc1NC(=O)c1nc(-c2ccccc2)oc1C	15	4	0	10	0	0	-15	-2	11	-2	3
CCOC(=O)c1c(NC(C)=O)sc(C(=O)NC2CCCC2)c1C	-5	-37	-2	-2	-5	-25	0	2	-3	8	10
C[C@H](CO)N1C[C@H](C)[C@@H](CN(C)C(=O)NC2CCCCC2)Oc2ccc(NC(=O)C3CC3)cc2C1=O	2	-12	3	-16	-10	7	18	0	-6	4	-1
CC1(C(=O)Nc2cccc3ncccc23)CCN1C(=O)CCc1ccccc1 (stereo not drawn)	7	-20	·	13	-13	15	-12	18	-18	-2	-15
C=CCSc1nnc(NC(=O)c2cccc(S(=O)(=O)N3CCOCC3)c2)s1	-8	4	-8	11	9	16	4	-2	17	-5	-5
CCO[C@@H]1OC(C(=O)N2CCOCC2)=C[C@H](c2ccc(Br)cc2)[C@H]1CCCO	8	9	-6	12	-6	10	2	-2	-10	-10	2
CCOc1ccc(NC(=O)CSc2ncn[nH]2)c([N+](=O)[O-])c1	-3	11	-12	29	-1	-2	7	0	3	9	-25
Cc1cccc(NCc2nc3ccccc3n2Cc2ccccc2)c1	-28	-28	-7	1	-6	-6	2	-23	-40	-7	-13
COC(=O)c1cccc(NC(=S)Nc2cccc(Cl)c2C)c1	0	11	3	-1	-3	-13	-6	11	-18	-1	8
CCOC(=O)C1CCCN(CCC(=O)Nc2ccc(C)c(C)c2)C1 (stereo not drawn)	-9	7	4	-8	-2	19	8	0	-2	5	8
OC(CNc1ccccc1)Cn1ccc2ccccc21 (stereo not drawn)	-12	19	0	-3	-4	6	13	18	-12	-4	-12
COc1cc(OC)c(NC(=O)CC(=O)Nc2cc(Cl)c(OC)cc2OC)cc1Cl	6	-10	0	-1	3	5	12	20	0	3	-12
O=c1[nH]c2cc3c(cc2cc1CN(Cc1ccco1)C(=S)NCCCN1CCOCC1)OCCO3	-19	-9	-1	9	0	8	-9	1	-19	-17	-3
O=C(Cn1ncc2c([nH]c3ccccc32)c1=O)NCC1CCN(Cc2ccccc2F)CC1	-2	13	7	-7	-6	-4	7	9	-24	7	-7
CCN(CC)C(=O)C1CCCN(c2ccc([N+](=O)[O-])cc2/C=N/NC(=O)c2cccc([N+](=O)[O-])c2)C1 (stereo not drawn)	-8	7	6	-9	9	12	-6	3	-9	15	8
Cc1ccccc1S(=O)(=O)NC(=O)C1(C)CCN1C(=O)C1(c2ccccc2)CC1 (stereo not drawn)	2	-14	·	4	10	14	-5	-8	-6	6	-6
O=C(CSc1ccccc1F)NCC(c1ccco1)N1CCCCC1 (stereo not drawn)	21	5	-8	8	0	14	-22	-13	-2	-7	-21
COc1cc(C)ccc1OCCON1C(=O)CCC1=O	-20	11	-1	3	-13	-5	-7	-5	10	-3	2
Cc1ccc(NS(=O)(=O)c2ccccc2[N+](=O)[O-])cc1S(=O)(=O)N1CCCCC1	20	-10	-6	8	-9	-21	1	14	-9	1	4
C[C@@]12C(=O)N(c3cccc(Cl)c3)C(=O)N1[C@@H]1c3ccccc3OC[C@@H]1[C@H]2c1ccccc1	-9	-23	13	-13	9	1	7	0	9	-4	-16
CCN(CC(=O)Nc1ccccc1SC)Cc1nc2ccccc2c(=O)[nH]1	-2	13	3	10	-4	-2	-1	-1	-8	9	1
COc1ccc(C(=O)C[n+]2ccc(N(C)C)cc2)cc1	-5	21	2	-2	21	-8	-1	24	11	21	0
CCn1nc2cc(C(=O)NCc3cc(C(F)(F)F)cc(C(F)(F)F)c3)ccc2c1OC	-16	11	-6	-3	-6	-21	1	-27	1	15	5

Single values from the results shown.
C=CCSc1nnc(NC(=O)c2cccc(S(=O)(=O)N3CCOCC3)c2)s1 @ TROY NFkB inh: 17
CCOC(=O)c1c(NC(C)=O)sc(C(=O)NC2CCCC2)c1C @ C8 TRAIL sens: -5
COc1ccc(C(=O)C[n+]2ccc(N(C)C)cc2)cc1 @ TWEAK Fn14 block: -8
Cc1ccccc1S(=O)(=O)NC(=O)C1(C)CCN1C(=O)C1(c2ccccc2)CC1 (stereo not drawn) @ COUP-TFII inh: 6
Cc1ccc(NS(=O)(=O)c2ccccc2[N+](=O)[O-])cc1S(=O)(=O)N1CCCCC1 @ LRH-1 inv ag: 20
O=c1[nH]c2cc3c(cc2cc1CN(Cc1ccco1)C(=S)NCCCN1CCOCC1)OCCO3 @ SRC1 inh: -3
CCOc1ccc(NC(=O)CSc2ncn[nH]2)c([N+](=O)[O-])c1 @ SRC1 inh: -25

Only Shn3 3UTR inh and EBV LMP1 NFkB, for some of the entries so far:
mol	Shn3 3UTR inh	EBV LMP1 NFkB
CC1(C(=O)Nc2cccc3ncccc23)CCN1C(=O)CCc1ccccc1 (stereo not drawn)	18	·
C=CCSc1nnc(NC(=O)c2cccc(S(=O)(=O)N3CCOCC3)c2)s1	-2	-8
CCO[C@@H]1OC(C(=O)N2CCOCC2)=C[C@H](c2ccc(Br)cc2)[C@H]1CCCO	-2	-6
CCOc1ccc(NC(=O)CSc2ncn[nH]2)c([N+](=O)[O-])c1	0	-12
Cc1cccc(NCc2nc3ccccc3n2Cc2ccccc2)c1	-23	-7
COC(=O)c1cccc(NC(=S)Nc2cccc(Cl)c2C)c1	11	3

(more compounds)
SMILES	LRH-1 inv ag	NCOA3 inh	EBV LMP1 NFkB	CF NFkB block	C8 TRAIL sens	TWEAK Fn14 block	KKLEB tox	Shn3 3UTR inh	TROY NFkB inh	COUP-TFII inh	SRC1 inh
Cc1ccccc1C(=O)N1CCC(C(=O)Nc2ccc(S(=O)(=O)N(C)C(C)C)cc2)CC1	9	16	13	-6	12	4	3	26	21	14	1
CC(=O)c1ccc(Nc2cc(C)nc3ccc(C)cc23)cc1	7	9	-31	-6	6	-12	0	-2	-28	-3	-10
COc1ccc(C2=NOC(Cn3nc(C(=O)NCc4ccco4)cc3-c3ccccc3)C2)cc1 (stereo not drawn)	-22	-2	4	11	-20	14	1	14	9	7	5
Cn1c(SCCCC(=O)c2ccc(Br)cc2)nnc1-c1ccncc1	15	7	-2	6	9	5	-15	13	9	25	4
O=C(c1cccc(F)c1)N1CCC(N2CCCCCC2)CC1	16	8	2	-2	-8	-3	5	18	8	-13	4
Cc1cc(C)c(CN2CCN(C(=O)CC[C@H]3O[C@@H](n4ccc(=O)[nH]c4=O)[C@H](O)[C@@H]3O)CC2)c(C)c1	24	8	·	-8	1	-7	15	13	3	-6	13
Cc1ccc(C2CC(c3cccc(C)c3)n3nc(N)nc3N2)cc1 (stereo not drawn)	1	-3	3	24	13	0	18	13	-4	19	-36
COc1ccc(CCN(C(=O)C(F)(F)F)C(C(=O)NC2CCCCC2)c2ccc(C)s2)cc1 (stereo not drawn)	20	10	-22	25	-8	-19	-35	58	-23	-3	1
COC(=O)c1c(C(=O)OC)c(-c2ccc(C(C)(C)C)cc2)n2c1CS(=O)C2 (stereo not drawn)	9	9	12	1	9	10	-3	-29	-11	7	6
O=C(CCCN1C(=O)c2ccccc2C1=O)NCCCn1ccnc1	6	8	0	-11	-8	-4	9	-25	1	12	0
CCc1ccccc1NC(=S)N(CCN(C)C)Cc1cccs1	-5	13	4	6	3	-24	-4	10	7	12	-5
COc1cccc(C2CC(c3ccc(C(C)C)cc3)n3nc(N)nc3N2)c1 (stereo not drawn)	-26	16	-10	-5	-6	1	8	-18	-4	0	-13
N=c1nc(N)nc2n1NC(c1ccc(F)cc1)=CS2	-106	-13	1	-6	1	-67	-8	2	-34	-55	-32
O=C(Nc1ccc(Cl)c(Cl)c1)OCc1cnc(Cl)s1	4	20	-15	12	-3	-2	-1	2	-43	6	4
COc1ccc(OC)c(NC(=O)C2(C)CCN2C(=O)CCC2CCCC2)c1 (stereo not drawn)	5	4	·	5	-8	-4	-3	24	-4	10	7
CC(=O)Nc1ccc(S(=O)(=O)NC2=NCN(CCOC(=O)c3ccccc3)CN2)cc1	5	9	28	9	-9	-11	4	6	15	-5	-1
Cc1ccc(S(=O)(=O)N2CCOC23CCN(C(=O)c2cc(Cl)ccc2Cl)CC3)cc1	-6	3	-1	9	-6	-12	-5	9	-2	23	5
Cc1cccc(Nc2nnc(SC/C(O)=C(\C#N)c3nc4ccccc4[nH]3)s2)c1C	-1	-14	-30	-24	25	21	2	-19	32	8	-13
CCOC(=O)c1c(C)[nH]c(C(=O)C(C)OC(=O)c2oc3ccccc3c2COC)c1C (stereo not drawn)	23	-8	11	-5	-12	8	-8	13	-13	·	-18
Cc1oc2c(CN3CCCCC3C)c(O)ccc2c(=O)c1-c1ccccc1 (stereo not drawn)	0	-12	5	-1	15	-5	5	1	13	-20	2
O=C(Nc1cccc([N+](=O)[O-])c1)Nc1ccc(Cl)cn1	2	5	-25	24	-6	-9	-20	-26	-27	-5	3
Nc1ccc(Sc2ccccc2Cl)nc1	1	14	0	-8	3	-1	8	5	1	3	3
O=C(COC(=O)c1ccccc1S(=O)(=O)N1CCCCC1)NCC(F)(F)F	0	13	-4	-7	14	-2	2	11	-3	1	0
CCOC(=O)c1c(-c2cccs2)csc1NC(=O)CN(CC)CC	5	2	-17	8	9	27	6	11	21	-10	-2
COC(=O)Nc1ccc(Oc2ccccc2)cc1	-13	-15	-8	11	-9	-10	2	-17	-41	-25	1
COc1ccccc1N(CC(=O)NC1CCCC1)C(=O)CCC(=O)Nc1cc(C)on1	3	6	-9	8	4	6	-1	-14	-1	-12	-24

Some of the entries so far, field by field:
> COc1ccc(OC)c(NC(=O)C2(C)CCN2C(=O)CCC2CCCC2)c1 (stereo not drawn)
  LRH-1 inv ag: 5 | NCOA3 inh: 4 | EBV LMP1 NFkB: · | CF NFkB block: 5 | C8 TRAIL sens: -8 | TWEAK Fn14 block: -4 | KKLEB tox: -3 | Shn3 3UTR inh: 24 | TROY NFkB inh: -4 | COUP-TFII inh: 10 | SRC1 inh: 7
> COc1ccccc1N(CC(=O)NC1CCCC1)C(=O)CCC(=O)Nc1cc(C)on1
  LRH-1 inv ag: 3 | NCOA3 inh: 6 | EBV LMP1 NFkB: -9 | CF NFkB block: 8 | C8 TRAIL sens: 4 | TWEAK Fn14 block: 6 | KKLEB tox: -1 | Shn3 3UTR inh: -14 | TROY NFkB inh: -1 | COUP-TFII inh: -12 | SRC1 inh: -24
> Cc1cc(C)c(CN2CCN(C(=O)CC[C@H]3O[C@@H](n4ccc(=O)[nH]c4=O)[C@H](O)[C@@H]3O)CC2)c(C)c1
  LRH-1 inv ag: 24 | NCOA3 inh: 8 | EBV LMP1 NFkB: · | CF NFkB block: -8 | C8 TRAIL sens: 1 | TWEAK Fn14 block: -7 | KKLEB tox: 15 | Shn3 3UTR inh: 13 | TROY NFkB inh: 3 | COUP-TFII inh: -6 | SRC1 inh: 13
